High-throughput results as filed in PubChem.
MKP-3 inhibition: inhibition of rat DUSP6 enzyme activity – biochemical, in vitro, primary screen (AID 425) | recombinant MKP-3 phosphatase activity, fluorescence; higher % means a stronger effect | one-dose inhibition, % at 20 µM; IC50 in µM for titrated hits | hit rate 0.17% among 110,000; in the data active = inhibition above about 50%;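 note: plate controls were vehicle for no effect and reference inhibitor for full effect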
Hsp70 inhibitors: Hsp70 inhibitors, probe displacement, primary screen, biochemical, fluorescence polarization (AID 583). hit rate 0.06% among 140,000. Hsp70 fluorescence polarization probe displacement, mP; higher % means a stronger effect. one-dose displacement, % at 20 µM; IC50 in µM for titrated hits; in the data active = displacement above about 50%;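 note: plate controls were vehicle for no effect and reference ligand for full effect; a part of the inactive calls stands beside numbers as strong as those of hits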
* = called active by the depositor; / = no result given; & = joins results of further samples. Not all compounds are listed; count on the stated rates, not on these rows.

SMILES | MKP-3 inhibition | Hsp70 inhibitors
N=c1c2c(-c3ccccc3)c(-c3ccccc3)n(Cc3ccco3)c2ncn1CCO | / | 1.2%
COc1ccc2[nH]c(=O)c(CNC3CCCCC3)cc2c1 | 1% | -4.0%
N#CCc1ccc(NS(=O)(=O)c2ccc(N3CCCC3=O)cc2)cc1 | 0% | 1.8%
COc1cc(C2C(C#N)=C(N)SC(N)=C2C#N)ccc1O | -1% | -138%
O=C(O)c1cccc2[nH]c(C(F)(F)F)nc12 | -6% | -0.2%
COC(=O)CN1C(=O)C2(OCCCO2)c2ccccc21 | -8% | -0.7%
CCCC(=O)O[C@@H]1C[C@@H](C)N(C(=O)c2ccccc2)c2ccc(C)cc21 | / | 4.7%
O=C1CC(c2ccc(Cl)cc2)CC2=C1C(c1ccccc1F)Nc1ccccc1N2 (stereo not drawn) | 1% | -7.5%
Cc1ccc(-c2cc(C(=O)Nc3c(C)n(C)n(-c4ccccc4)c3=O)[nH]n2)c(O)c1 | -4% | -0.5%
CC(C)N1C(=O)CCC1C(=O)N1CCN(c2ccccn2)CC1 (stereo not drawn) | 8% | -5.7%
O=C(O)c1ccc(N2C(=O)C3C4c5ccccc5C(c5ccccc54)C3C2=O)cc1Cl (stereo not drawn) | -6% | 2.3%
CN(C)/C=C1\N=C(c2ccc(C(C)(C)C)cc2)OC1=O | 3% | -0.9%
CCOC(=O)C1=C(N)OC2=C(C(=O)CCC2)C1c1ccco1 (stereo not drawn) | -11% | 4.3%
C/C(=C\C(=O)c1ccccc1)Nc1ccccc1O | 2% | -0.9%
CN(C)CCCCNCCCNC(=O)/C=N\O | / | 1.2%
CN(CC(=O)O)S(=O)(=O)c1cccs1 | -11% | 2.3%
C=CCn1c(-c2c[nH]c3ccccc23)n[nH]c1=S | -7% | 1.0%
O=C(CCCOc1ccccc1)N1CCc2ccccc2C1 | 1% | 2.2%
OC1(c2cccc(C(F)(F)F)c2)CCN(c2ncnc3c2[nH]c2ccccc23)CC1 | -2% | -0.9%
COc1cc(C2NC(=O)C(C#N)=C(S)N2c2ccccc2)ccc1OC(C)C (stereo not drawn) | / | -0.7%
CCOC(=O)N1CCN(C(=O)c2ccc(N3CCCC3=O)cc2)CC1 | 9% | 1.4%
Cc1ccccc1N1C(=O)c2ccc(C(=O)O)cc2C1=O | -4% | 3.3%
Cc1ccc(-c2ccc(=O)n(CC(=O)NCCN3C(C)CCCC3C)n2)cc1 (stereo not drawn) | 0% | 0.2%
Cc1ccccc1-n1nc(-c2ccc(N)cc2)cc1N | -11% | 4.4%
CC(=O)OC12CC3CC(C1)C(=NO)C(C3)C2 | -2% | 1.2%
C=CCOC(=O)C1=C(C)NC(C)=C(C(=O)OCC=C)C1c1ccccc1F | 6% | 2.5%
O=C1c2ccc(Oc3ccc([N+](=O)[O-])cc3)cc2C(=O)N1CCCO | 2% | -2.5%
c1ccc(CCNc2ncnc3c2nnn3Cc2ccccc2)cc1 | -1% | 3.3%
COc1ccccc1/C=C1\C(=O)NC(=S)N(c2ccc(Br)cc2C)C1=O | 2% | -5.7%
CCc1cc2c(N3CCCCC3)ncnc2s1 | 8%&-4% | -2.7%&7.9%
COc1cc(F)ccc1S(=O)(=O)N1CCN(C23CC4CC(CC(C4)C2)C3)CC1 | / | -2.9%
C=C(C)Cn1c(SCCN2CCOCC2)nc2c1c(=O)[nH]c(=O)n2C | / | -2.7%
CCOC(=O)CSc1nnc(-c2ccc(OC)cc2)n1CC | -17% | 2.7%
O=C(c1ccco1)N1CCN(Cc2cccc(F)c2)CC1 | -14%&2% | 1.2%&-3.1%
O=C(c1ccccc1)c1cc(Cl)ccc1N=Cc1ccc(Br)s1 | -4% | 6.7%
Cc1ccc(Cn2nc(C)c(NC(=O)C3(C)CC3(Br)Br)c2C)cc1 (stereo not drawn) | / | 0.2%
CC12CCC(C(=O)NC3CCCC3)(CC1=O)C2(C)C (stereo not drawn) | -2% | -0.5%
COc1ccc(CC(=O)NNC(=O)c2ccc(Cl)cc2)cc1OC | 4% | -5.1%
COc1cccc(NC(=O)N2CCCC2C(=O)NC2CC2)c1 (stereo not drawn) | -2% | -3.8%
CCN(CC)C(=O)CSc1nc(O)c(Cc2ccc(OC)cc2)c(=O)[nH]1 | 4% | 2.4%

15 compounds already listed, sorted by SMILES length, low to high:
SMILES | MKP-3 inhibition | Hsp70 inhibitors
CCc1cc2c(N3CCCCC3)ncnc2s1 | 8%&-4% | -2.7%&7.9%
CN(CC(=O)O)S(=O)(=O)c1cccs1 | -11% | 2.3%
O=C(CCCOc1ccccc1)N1CCc2ccccc2C1 | 1% | 2.2%
Cc1ccccc1-n1nc(-c2ccc(N)cc2)cc1N | -11% | 4.4%
COC(=O)CN1C(=O)C2(OCCCO2)c2ccccc21 | -8% | -0.7%
CC12CCC(C(=O)NC3CCCC3)(CC1=O)C2(C)C (stereo not drawn) | -2% | -0.5%
CCOC(=O)C1=C(N)OC2=C(C(=O)CCC2)C1c1ccco1 (stereo not drawn) | -11% | 4.3%
CCOC(=O)N1CCN(C(=O)c2ccc(N3CCCC3=O)cc2)CC1 | 9% | 1.4%
N#CCc1ccc(NS(=O)(=O)c2ccc(N3CCCC3=O)cc2)cc1 | 0% | 1.8%
C=CCOC(=O)C1=C(C)NC(C)=C(C(=O)OCC=C)C1c1ccccc1F | 6% | 2.5%
N=c1c2c(-c3ccccc3)c(-c3ccccc3)n(Cc3ccco3)c2ncn1CCO | / | 1.2%
COc1cc(F)ccc1S(=O)(=O)N1CCN(C23CC4CC(CC(C4)C2)C3)CC1 | / | -2.9%
OC1(c2cccc(C(F)(F)F)c2)CCN(c2ncnc3c2[nH]c2ccccc23)CC1 | -2% | -0.9%
CCCC(=O)O[C@@H]1C[C@@H](C)N(C(=O)c2ccccc2)c2ccc(C)cc21 | / | 4.7%
O=C(O)c1ccc(N2C(=O)C3C4c5ccccc5C(c5ccccc54)C3C2=O)cc1Cl (stereo not drawn) | -6% | 2.3%

More structures:
SMILES | MKP-3 inhibition | Hsp70 inhibitors
C=CCCCCCCCCC(=O)Nc1c[nH]c(=O)[nH]c1=O | / | -1.8%
CC(=O)Nc1ccc(S(=O)(=O)Nc2ccc(Cl)c(Cl)c2)cc1 | -3% | -1.6%
Cc1nn(-c2ccccc2)c2c1C(=O)N(c1ccccc1)C(=O)C(C)(C)C2 | / | 5.2%
CCc1ccccc1NC(=O)CSc1ncn[nH]1 | 1% | -4.4%
COC(=O)c1ccccc1NC(=O)COc1cccc(C)c1C | 0% | 0.0%
COc1ccc(N2C(=O)/C(=C\c3ccc(-c4cccc(C(F)(F)F)c4)o3)SC2=S)cc1 | 5% | -3.0%
CCn1c(SCC(=O)Nc2nc(C)c(C)s2)nnc1-c1cccs1 | / | -0.8%
Cc1csc2ncc(C(=O)Nc3ccon3)c(=O)n12 | -3% | -2.6%
CCOc1ccc2sc(C=NC(C)C)c(O)c2c1 | 0% | -9.3%
CCOC(=O)Nc1ccc2c(CN3C(=O)NC4(CCCC4)C3=O)cc(=O)oc2c1 | 0% | -1.3%
Cc1cc(C)c(NC(=O)NC(=O)c2cccc(F)c2)c(C)n1 | -3% | 2.0%
COC1=CC(=O)OC12CCCCC2 | -14% | -3.7%
CCN1C(=O)c2cccc3c(NC(=O)c4ccc(Cl)s4)ccc1c23 | 2% | -5.2%
C=C(C)CN1C(=O)c2ccccc2C1=O | 0% | 2.2%&-2.6%
CCOC(=O)N1CCC(Nc2ccc3nnc(-c4ccccc4)n3n2)CC1 | -5% | 6.6%
O=C(Cn1cccc1C(=O)c1ccccc1)NCCCN1CCOCC1 | 9% | 1.3%
CN(CC(=O)Nn1cnnc1)S(=O)(=O)c1ccccc1 | / | -0.5%
COc1ccc(C2=C(Nc3cccc([N+](=O)[O-])c3)c3ccccc3C2=O)cc1 | 9% | -3.3%
CN1CCC(=C2c3ccccc3C=Cc3ccccc32)CC1 | 2% | -2.2%
Cc1ccccc1C(=O)c1cccn1CC(=O)N1CCCCCC1 | 1% | 2.9%
O=C(C1CCCC1)N(c1ccccc1)C1C=CS(=O)(=O)C1 (stereo not drawn) | 2% | 0.8%
Cc1ccc(S(=O)(=O)NC(Cc2ccccc2)C(=O)Nc2nccs2)cc1 (stereo not drawn) | 2% | 3.7%
COc1ccc(CCC(=O)NCc2cn3ccsc3n2)cc1 | / | 2.2%
[N-]=[N+]=CC(=O)CC(c1ccccc1)N1C(=O)c2ccccc2C1=O (stereo not drawn) | -2% | 1.2%
CCc1ccc(S(=O)(=O)Nc2c(C)cc(C)cc2C)cc1 | 0% | 2.9%
COc1ccc(OC)c(C(c2nnnn2C2CCCC2)N2CCN(c3ccc(F)cc3)CC2)c1 (stereo not drawn) | -2% | 2.2%
Cc1ccc(-c2ccc(C=C3C(=O)NC(=O)NC3=O)o2)c([N+](=O)[O-])c1 | 1% | 3.4%
Cc1c(Cl)cccc1NC(=O)C(=O)NCCCN1CCOCC1 | 2% | -3.1%
Nc1c(C(=O)c2ccccc2)c(-c2ccccc2)nc2nonc12 | 3% | 2.6%
O=C(CN1CCc2[nH]c3ccccc3c2C1)N1CCCCC1 | -2% | -1.1%
COc1ccc(-c2nc3n(c2Br)CCC3)cc1 | -12% | 5.3%
CCn1ncc(CNC(=O)CCSc2nc(-c3ccco3)cc(C(F)(F)F)n2)c1C | / | 0.1%
CCN(CC)CCN1C(=O)C(O)=C(C(=O)/C=C/c2ccccc2)C1c1ccccc1F (stereo not drawn) | 4% | 0.1%
O=C(O)CCCCCN1C(=O)C(=O)/C(=C(/O)c2ccc(F)cc2)C1c1ccc([N+](=O)[O-])cc1 (stereo not drawn) | 1% | -1.2%
C/C(=N\NC(=O)c1ccc(C)cc1)C1C(=O)c2ccccc2C1=O | / | 5.2%
N#Cc1c(NC(=O)CSc2ncn[nH]2)sc2c1CCCCC2 | -5% | -4.6%
O=C(O)C1CC=CCC1C(=O)Nc1cccc(Cl)c1 (stereo not drawn) | -1% | 4.3%
COc1ccc(-n2c(NC(=O)c3ccco3)c(C#N)c3nc4ccccc4nc32)cc1 | / | 17%
COc1ccccc1N(Cc1cc2cccc(C)c2[nH]c1=O)C(=O)C(C)C | -4% | 11%
O=C(Nc1cc2c(cc1Br)OCCO2)c1ccco1 | / | -4.5%
CCOC(=O)c1nnc2ccnn2c1N | 1% | 4.6%
O=C1NC(=O)C(=Cc2ccc(OCc3ccccc3F)cc2)C(=O)N1 | 0% | 8.2%
Cc1cccc(OCc2n[nH]c(=S)n2-c2ccccc2)c1 | -2% | 0.2%
COCCCNC(=O)Cn1nnc(-c2ccccc2NC(=O)c2ccc(F)cc2)n1 | 5% | 5.4%
COc1cccc(-n2c(C)nc3cc(C(=O)O)ccc32)c1 | / | -3.4%
COc1cc(OC)c(OC)cc1CN1CCN(Cc2cc(Br)ccc2O)CC1 | 1% | -1.2%
COc1ccc(N2C(=O)NC(=O)/C(=C/c3cc(Cl)c(O)c(OC)c3)C2=O)cc1 | 2% | 0.9%
COc1ccc2nc(SCC(=O)Nc3cccc(C(F)(F)F)c3)[nH]c2c1 | 3% | -2.0%
CCNc1nc(NS(=O)(=O)c2ccc(C)cc2)nc(SC)n1 | 1% | -0.8%
CCNc1ccc(Br)cc(C(=O)/C=C/c2ccc(Cl)cc2Cl)c1=O | / | -10%
CCOC(=O)c1c(NC(=O)c2ccccc2)sc2c1CCN(Cc1ccccc1)C2 | -4% | -34%
CC(C)C(NC(=O)c1cccs1)c1nnc(SCC(=O)Nc2nccs2)n1C (stereo not drawn) | -14% | 1.5%
CCN(CC)c1ccc(/C=C2\C(=O)NC(=O)N(C)C2=O)cc1 | -1% | -4.6%
O=C(c1ccc(Cl)cc1)N1CCN(c2ccccn2)CC1 | 3% | -0.6%
O=C(c1cnn2c(C(F)(F)F)cc(-c3ccccc3)nc12)N1CCCc2ccccc21 | / | 0.4%
Cc1ccc(NC(=O)CCC(=O)NCc2ccccc2)cc1C | 4% | 6.6%
O=C(N/N=C/c1ccc(O)c(O)c1O)c1ccc(Cl)cc1Cl | 1% | 6.8%
NC(=O)c1nn2c(c1Cl)NC(c1cccs1)CC2C(F)(F)F (stereo not drawn) | 1% | 4.6%
O=C(Nc1ccc(Cc2ccncc2)cc1)c1ccc(Br)o1 | -1%&-2% | -2.3%
CCOc1ccc2[nH]c(=O)c(CN(Cc3ccco3)Cc3nnnn3Cc3ccccc3)cc2c1 | -2% | 7.5%
Next part:
SMILES | MKP-3 inhibition | Hsp70 inhibitors
CN1C(=O)NC2(O)C(=O)c3ccccc3C12O (stereo not drawn) | / | -2.0%
CCN1CCN(C(=O)C(C)N(c2ccc(C)cc2)S(C)(=O)=O)CC1 (stereo not drawn) | -7% | 2.8%
O=c1cc(CSc2nnnn2-c2ccccc2)nc2nc[nH]n12 | -1% | 2.3%
CCCn1c(SCC(=O)Nc2nc(C)cs2)nnc1-c1cccnc1 | -7% | 2.0%
O=C(O)c1ccccc1/C=C1\SC(=S)N(Cc2ccccc2)C1=O | 2% | 2.3%
CC(C)(S)[C@@H](N)C(=O)O | -2% | 3.1%
CCOC(=O)CSc1nnc(CSc2nc3ccccc3c(=O)[nH]2)n1-c1ccccc1 | 4% | 3.4%
COc1ccc(/C=C2\SC(=S)N(C(C(=O)O)C(C)C)C2=O)c(OC)c1 (stereo not drawn) | 2% | -23%
CCS(=O)(=O)Nc1c(C)n(C)n(-c2ccccc2)c1=O | / | -0.1%
O=C(NCc1cn2ccsc2n1)c1cccc(C(F)(F)F)c1 | 1% | -0.9%
C/C(=N\NS(=O)(=O)c1ccccc1)c1cccc(I)c1 | -4% | 0.1%
Cc1cc(C)c2nc(C(F)(F)F)nc(N3CC(C)OC(C)C3)c2c1 (stereo not drawn) | -10% | 1.4%
O=S(=O)(NCc1ccccc1)c1ccc(S(=O)(=O)N(Cc2cccs2)CC2CCCO2)cc1 (stereo not drawn) | / | 4.9%
O=C(Nc1ccccc1N1CCN(c2ccc(F)cc2)CC1)c1ccccc1 | 4% | 5.4%

Individual results from the results shown.
`CCCn1c(SCC(=O)Nc2nc(C)cs2)nnc1-c1cccnc1` @ Hsp70 inhibitors = 2.0%
`CCS(=O)(=O)Nc1c(C)n(C)n(-c2ccccc2)c1=O` @ Hsp70 inhibitors = -0.1%
